Compound activity from PubChem BioAssay.
RAM inhibit – blocks the yeast RAM network; hit rate 1.8% among 190,000; inhibition, % at 50 µM; AID 868; S. cerevisiae dse1pr::URA3 reporter, 5-FOA growth OD615, 2 d; analog-sensitive cbk1-as2 kinase mutant strain;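 active = inhibition above a set limit, 3 SD over mean compound inhibition, cut at about 8.4% in these data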;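 also: 0% = DMSO-only wells with no growth and 100% = 10 µM 1-NA-PP1 full growth; inhibition rescues growth on 5-FOA so higher OD means more RAM inhibition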
NF-kB neuron act – raises NF-kB expression in human neuronal cells. NF-kB reporter expression; stronger effect = higher value. fold change at 12.5 µM. AID 1239. hit rate 1.6% among 190,000; in the data active = fold change above about 3.3
APP 5'UTR act – APP 5'UTR luciferase reporter activation; activation, % at 2 µM; AID 1276; SH-SY5Y APP 5'UTR luciferase reporter, luminescence; zero percent = DMSO vehicle wells; hit rate 1% among 190,000;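 active = activation above a set limit, based on mean plus 3 SD of controls, cut at about 140% in these data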; also: values of inactives mirror those of a sister screen read the other way
FLuc inh counter – inhibits firefly luciferase, flagging false hits in luciferase inhibition screens; P08659; ATPLite firefly luciferase biochemical luminescence, 10 min; inhibition, % at 10 µM; hit rate 1.5% among 200,000;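 active = inhibition above about 50% when tested at 10 µM, limit read from the data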
Target sequence (P08659 whole entry, looked up): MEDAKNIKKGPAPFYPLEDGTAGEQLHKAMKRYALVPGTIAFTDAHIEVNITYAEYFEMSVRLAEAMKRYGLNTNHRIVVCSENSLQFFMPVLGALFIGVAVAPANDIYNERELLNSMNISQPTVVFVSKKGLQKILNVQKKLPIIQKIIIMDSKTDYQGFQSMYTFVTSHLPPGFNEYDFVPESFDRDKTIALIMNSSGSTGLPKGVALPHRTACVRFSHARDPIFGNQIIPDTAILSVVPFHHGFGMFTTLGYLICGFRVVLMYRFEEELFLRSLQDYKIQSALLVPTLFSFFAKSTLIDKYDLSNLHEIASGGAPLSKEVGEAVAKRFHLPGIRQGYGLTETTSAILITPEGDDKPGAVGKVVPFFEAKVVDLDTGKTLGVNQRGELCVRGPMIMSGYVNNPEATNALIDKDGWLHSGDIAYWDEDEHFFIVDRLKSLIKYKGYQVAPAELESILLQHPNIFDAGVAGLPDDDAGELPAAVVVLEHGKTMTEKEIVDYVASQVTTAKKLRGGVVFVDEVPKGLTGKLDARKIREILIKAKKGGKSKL
STAT3 inh – STAT3 signaling inhibition | hit rate 0.89% among 190,000 | U3A cells, IL-6 STAT3-luciferase reporter, luminescence; host cell line lacks STAT1 | inhibition, % at 5.5 µM | AID 862;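 active = inhibition above the mean inhibition across all screened compounds plus 3 SD, cut at about 44% in these data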;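 also: 0% = DMSO only wells and 100% = 100 µM nifuroxazide control wells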
APP transl inh – APP translation inhibition; SH-SY5Y APP 5'UTR-luciferase reporter, luminescence; inhibition, % at 2 µM; hit rate 0.82% among 190,000;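 active = inhibition above a set limit, derived from the sample mean plus 3 SD, cut at about 45% in these data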; also: values of inactives mirror those of a sister screen read the other way
STAT3 act – STAT3 signaling activation; U3A cells, IL-6 STAT3-luciferase reporter, luminescence; 100% = signal with IL-6 EC80 alone; activation (% of control), % at 5.6 µM; AID 871; hit rate 0.91% among 190,000;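 active = activation above the screen-wide mean of compound activation plus 3 SD, cut at about 130% in these data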;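 also: 0% = background luminescence of wells with medium and substrate only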
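Assay system – human STAT1-deficient U3A cells with stable STAT3-luciferase reporter · Also added – IL-6 (33 ng/mL) · Schedule – compound 1 h, then IL-6 6 h at 37 °C · Technique – reporter luminescence signal · Evaluation – % activation versus median of IL-6-stimulated wells · Benchmarks – IL-6-only wells as 100% reference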
STAT1 act – increases IFN-gamma driven STAT1 reporter signal | NIH 3T3 STAT1-luciferase reporter, luminescence; 100% = IFN-gamma alone, no compound | activation (% of control), % at 5.5 µM | hit rate 2.6% among 200,000;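 active = activation above the screen-wide mean activation plus 3 SD, cut at about 130% in these data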;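 also: raw ratio to IFN-gamma control signal so 100% means no change and 0% no light; values of inactives mirror those of a sister screen read the other way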
Hsp70 act – switches on Hsp70 transcription; AID 1203; activation, % at 10 µM; HeLa Hsp70 promoter luciferase reporter, luminescence; scaled: vehicle 0, proteasome-inhibitor control 100%; hit rate 0.04% among 200,000;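 active = activation above the mean across all tested compounds plus 3 SD, cutoff set per campaign, cut at about 5.5% in these data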;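 also: 100% = MG132 at 30 µM as the positive control and 0% = DMSO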
STAT1 blocker – inhibitors of IFN-gamma induced STAT1 signaling; NIH 3T3 STAT1-luciferase reporter, luminescence; inhibition, % at 5.5 µM; hit rate 0.35% among 200,000;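 active = inhibition above a set limit, the mean inhibition across all tested compounds plus 3 SD, cut at about 34% in these data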;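 also: 0% = IFN-gamma with DMSO and 100% = IFN-gamma with 300 µM nifuroxazide; values of inactives mirror those of a sister screen read the other way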
* marks the source's active call; other numbers are inactive results; . = not tested or not shown.

Start of the data: the first 2 compounds, ahead of the listing:
SMILES	RAM inhibit	NF-kB neuron act	APP 5'UTR act	FLuc inh counter	STAT3 inh	APP transl inh	STAT3 act	STAT1 act	Hsp70 act	STAT1 blocker
CCCCC(=Nc1ccccc1OC)C1=C(O)CC(c2ccccc2)CC1=O (stereo not drawn)	-1.6	0.98	13	-2	11	-13	93	98	-0.3	3
CN(Cc1ccccc1)C(=O)N[C@@H](Cc1ccccc1)C(=O)O	-0.2	0.95	3	-7	8	-3	97	103	-0.2	-2

This part in full, previewed entries included:
SMILES	RAM inhibit	NF-kB neuron act	APP 5'UTR act	FLuc inh counter	STAT3 inh	APP transl inh	STAT3 act	STAT1 act	Hsp70 act	STAT1 blocker
CCCCC(=Nc1ccccc1OC)C1=C(O)CC(c2ccccc2)CC1=O (stereo not drawn)	-1.6	0.98	13	-2	11	-13	93	98	-0.3	3
CN(Cc1ccccc1)C(=O)N[C@@H](Cc1ccccc1)C(=O)O	-0.2	0.95	3	-7	8	-3	97	103	-0.2	-2
Cc1cc(NC(=O)Cn2cc([N+](=O)[O-])cn2)no1	0.6	1.1	-13	-2	2	13	105	102	-0.2	-4
COc1cc2c(cc1OC)C(c1cccc(C)c1)CC(=O)N2 (stereo not drawn)	0.8	1.1	5	0	2	-5	101	93	-0.3	6
Cc1ccc(C(C(=O)NCC2CCCO2)N(Cc2ccccc2)C(=O)c2ccc(-c3ccccc3)[nH]2)o1 (stereo not drawn)	10*	0.46	5	-4	-11	-5	107	97	-0.1	4
Nc1nc(SCc2ccccc2Cl)n[nH]1	2.4	0.95	-2	0	-1	2	101	103	-0.3	-3
O=S(=O)(NCCCN1CCOCC1)c1ccc2c(c1)OCCO2	1.3	1.1	-14	-5	6	14	100	103	0.0	-3
CC(=O)c1cccc(NC(=O)COc2cc3oc(=O)c(CC(C)O)c(C)c3cc2Cl)c1 (stereo not drawn)	7.0	0.51	-9	-7	4	9	96	96	-0.1	5
Cc1c(C(=O)N(C)C)c2ccc(Cl)cc2n1O	1.6	1.2	-1	0	5	1	100	102	-0.2	-3
O=C(Cc1ccc(Cl)cc1)N/N=C1\CCCc2ccccc21	-0.5	0.95	-1	4	32	1	80	85	-0.3	16
O=C(NCc1ccc(F)cc1)C1CCCN(S(=O)(=O)c2cccnc2)C1 (stereo not drawn)	0.1	0.99	8	-1	16	-8	95	96	-0.1	5
COc1cc(OC)cc(C(=O)N2CCN(C3CCN(Cc4ccccc4)CC3)CC2)c1	0.9	0.91	-15	-4	-1	15	99	105	-0.1	-6
CC(=O)c1cc(C)ccc1OC(=O)c1cccc2nc(C)oc12	-0.2	0.95	-2	-4	6	2	100	100	-0.2	0
CCOc1ccc2nnnn2n1	0.1	1	-7	-7	16	7	90	94	-0.1	7
Cc1ccc(S(=O)(=O)N2CCN(C(=O)c3nn(C(C)C)c(=O)c4ccccc34)CC2)cc1C	1.7	1	9	2	-1	-10	106	104	-0.4	-4
CN1CCN(C(=O)c2ccc(-n3cccn3)nc2)CC1	0.0	1	-16	6	8	16	100	96	0.0	5
COc1cccc(NC(=O)N2CCCC2)c1	2.3	0.94	1	3	10	-1	99	106	0.1	-6
CCN(CC)Cc1c(O)c(Cl)cc2c3c(c(=O)oc12)CCCC3	-0.3	1.1	10	-6	4	-10	100	93	-0.3	8
NC(=O)C1(N2CCCCC2)CCN(C2CC(=O)N(Cc3cccs3)C2=O)CC1 (stereo not drawn)	0.4	1.1	-12	-6	-4	12	103	102	-0.4	-4
S=c1[nH]nc(-c2ccccc2)c2ccccc12	0.6	1.1	10	-7	8	-10	97	96	-0.2	3
CCOC(=O)C(CC)n1cnc2c(nnn2-c2ccc(OC)cc2)c1=O (stereo not drawn)	0.1	0.97	4	-3	12	-4	93	102	-0.1	-2
CC1(O)CC(c2ccc(Cl)cc2)=NN1C(=O)c1ccc([N+](=O)[O-])cc1 (stereo not drawn)	2.6	0.63	-23	8	5	23	98	102	-0.1	-4
CC(=O)N1CCN(CCN=CC2=C(O)CC(c3ccco3)CC2=O)CC1 (stereo not drawn)	0.9	1.1	15	-6	19	-15	89	89	0.0	13
CCOc1ccc(S(=O)(=O)N(C)c2ccc(OCC(=O)Nc3nc(-c4cc(OC)ccc4OC)cs3)cc2)cc1	2.8	0.92	0	-7	5	0	93	94	-0.4	7
CNS(=O)(=O)c1cccc2cccnc12	0.3	1.2	-1	0	9	1	95	98	0.8	2
Cc1c(C(=O)NCc2ccc3c(c2)OCO3)oc2ccccc12	1.6	1.1	12	-4	-5	-12	106	98	0.0	3
COc1cccc(C(=O)N2CCN(C(=O)c3cccs3)CC2)c1OC	0.9	0.96	18	1	1	-18	103	105	-0.3	-5
Cc1cc(C)nc(N2N=C(CSc3ccc(Cl)cc3)CC2=O)n1	13*	1.2	7	0	10	-7	100	103	-0.4	-5
Cc1ccc(-c2nnc(SCC(=O)Nc3ccc4c(c3)OCCO4)n2N)cc1	1.1	0.8	-9	-6	6	9	100	100	-0.1	0
CCCC(=O)Nc1ccc(N2CCN(C(=O)CCC)CC2)cc1	3.5	1.3	8	-3	-4	-8	104	93	-0.1	8
CCOc1nc2c(c(=O)n(C)c(=O)n2C)n1Cc1ccccc1Cl	6.3	0.86	16	-4	46*	-16	65	84	-0.5	17
COc1ccc(OC)c(/C=N/N(C)c2ccccc2)c1	0.3	2.4	25	12	6	-25	101	137*	0.0	-40
CCOC(=O)CC1C(=O)NCCN1C(=O)Nc1ccc(Cl)cc1 (stereo not drawn)	0.9	1.2	-5	-11	0	5	100	101	-0.3	-2
CCOc1ccc(OCCOc2ncnc3ccccc23)cc1	0.7	1.5	6	-6	-3	-6	105	106	-0.4	-6
COc1ccc(Cl)cc1S(=O)(=O)n1nnc2ccccc21	3.4	1.1	-3	-9	4	3	100	99	0.2	1
CC(C)N(Cc1nc(-c2ccccc2)no1)C(=O)CN(C)S(=O)(=O)c1ccc(Br)cc1	0.5	0.79	8	-5	-1	-8	104	109	-0.3	-10
COc1ccc(/C(=N\O)c2nccc3cc(OC)c(OC)cc23)cc1OC	-0.4	0.92	5	-2	-2	-5	103	93	-0.3	6
Clc1ccc(-c2nnc3n2CCCC3)cc1	3.1	1	3	-4	4	-3	102	99	-0.1	1
Cc1ccccc1NC(=O)Cc1nc(CSc2nnc(C3CCCCC3)n2N)cs1	1.6	1.1	22	-3	3	-22	103	92	-0.3	8
CC(NC(=O)CNC(=S)N(Cc1ccccc1)Cc1cccnc1)c1ccccc1 (stereo not drawn)	0.5	0.94	-10	-7	7	10	100	97	-0.1	3
CCNC(=O)C1CCN(S(=O)(=O)c2ccc(F)cc2)CC1	0.8	1.1	8	-2	-8	-8	109	100	-0.3	0
CC(=O)C1=C(C)NC2=C(C(=O)CC(C)(C)C2)C1C (stereo not drawn)	-0.5	1.1	10	-4	12	-10	97	87	0.1	14
Cn1c(CCNC(=O)c2ccccc2)nc2ccccc21	3.0	1.3	-3	0	21	3	85	105	-0.2	-6
COc1ccc(C(=O)NCc2cc(C)nc3ccccc23)cc1	0.9	0.81	2	0	31	-2	75	84	-0.4	16
COc1ccc(NC(=S)Nc2ccccc2OC)c(OC)c1	0.1	0.93	16	3	7	-16	98	98	0.3	-1
COC(=O)C1=C(C)NC2=C(C(=O)CC(C)(C)C2)C1c1cn(Cc2ccc(Br)cc2)nc1-c1ccccc1 (stereo not drawn)	6.3	0.48	-4	-4	-3	4	108	103	0.1	-3
CC(=O)c1cn(CC(=O)NCc2ccco2)c2ccccc12	0.1	1.1	12	-2	8	-12	97	94	-0.4	7
COc1ccc(C(=O)NC(=S)N2CCN(C)CC2)cc1Br	-0.6	1.1	8	-6	8	-8	99	100	-0.1	0
Cc1cc(C)nc(N/N=C/c2ccco2)n1	-0.3	1.2	.	3	11	.	96	96	-0.4	4
O=C(NNc1nc(N2CCOCC2)nc(N2CCOCC2)n1)Nc1ccc(Cl)cc1	2.4	1.1	17	-6	7	-17	97	99	-0.3	-1
CCOC(=O)c1ccccc1NC(=O)c1cc2sccc2n1C	5.2	1.2	17	-4	10	-17	96	112	-0.3	-14
C[C@@H](C(=O)Nc1ccc2ccccc2c1)[C@H]1C[C@]1(C)[C@H](NP(=O)(c1ccccc1)c1ccccc1)c1ccccc1	6.4	0.42	-2	-1	-4	2	101	104	-0.2	-4
Cc1ccnc(Sc2ncccc2[N+](=O)[O-])n1	0.6	1.1	-10	-4	4	10	101	99	0.3	1
Cc1cc(C)n2nc(SCC(=O)N(C)Cc3ccccc3)nc2n1	1.6	0.95	-1	-8	8	1	97	101	-0.4	-2
CCn1c2ccccc2c2cc(NC(=O)CSc3nnc(-c4cccc(OC)c4)n3N)ccc21	6.0	0.65	-4	0	4	4	105	105	-0.2	0

A second format for 13 compounds above.
Every second line gives: RAM inhibit, NF-kB neuron act, APP 5'UTR act, FLuc inh counter, STAT3 inh, APP transl inh, STAT3 act, STAT1 act, Hsp70 act, STAT1 blocker
> Cn1c(CCNC(=O)c2ccccc2)nc2ccccc21
  3.0, 1.3, -3, 0, 21, 3, 85, 105, -0.2, -6
> COc1ccc(C(=O)NCc2cc(C)nc3ccccc23)cc1
  0.9, 0.81, 2, 0, 31, -2, 75, 84, -0.4, 16
> COc1ccc(NC(=S)Nc2ccccc2OC)c(OC)c1
  0.1, 0.93, 16, 3, 7, -16, 98, 98, 0.3, -1
> COC(=O)C1=C(C)NC2=C(C(=O)CC(C)(C)C2)C1c1cn(Cc2ccc(Br)cc2)nc1-c1ccccc1 (stereo not drawn)
  6.3, 0.48, -4, -4, -3, 4, 108, 103, 0.1, -3
> CC(=O)c1cn(CC(=O)NCc2ccco2)c2ccccc12
  0.1, 1.1, 12, -2, 8, -12, 97, 94, -0.4, 7
> COc1ccc(C(=O)NC(=S)N2CCN(C)CC2)cc1Br
  -0.6, 1.1, 8, -6, 8, -8, 99, 100, -0.1, 0
> Cc1cc(C)nc(N/N=C/c2ccco2)n1
  -0.3, 1.2, ., 3, 11, ., 96, 96, -0.4, 4
> O=C(NNc1nc(N2CCOCC2)nc(N2CCOCC2)n1)Nc1ccc(Cl)cc1
  2.4, 1.1, 17, -6, 7, -17, 97, 99, -0.3, -1
> CCOC(=O)c1ccccc1NC(=O)c1cc2sccc2n1C
  5.2, 1.2, 17, -4, 10, -17, 96, 112, -0.3, -14
> C[C@@H](C(=O)Nc1ccc2ccccc2c1)[C@H]1C[C@]1(C)[C@H](NP(=O)(c1ccccc1)c1ccccc1)c1ccccc1
  6.4, 0.42, -2, -1, -4, 2, 101, 104, -0.2, -4
> Cc1ccnc(Sc2ncccc2[N+](=O)[O-])n1
  0.6, 1.1, -10, -4, 4, 10, 101, 99, 0.3, 1
> Cc1cc(C)n2nc(SCC(=O)N(C)Cc3ccccc3)nc2n1
  1.6, 0.95, -1, -8, 8, 1, 97, 101, -0.4, -2
> CCn1c2ccccc2c2cc(NC(=O)CSc3nnc(-c4cccc(OC)c4)n3N)ccc21
  6.0, 0.65, -4, 0, 4, 4, 105, 105, -0.2, 0
